# Bioassay records (PubChem)
# TGFb inhibitor – inhibitors of TGF-b signaling | HepG2 CAGA-GFP TGF-b/SMAD3 reporter, GFP fluorescence, 18 h; TGF-beta stimulated, 500 pg/mL final | Potency, µM (titrated, usually from 46.1 µM), for inactives: at the top dose activity, negative = inhibition, usual class: inhibitors | hit rate 1.2% among 410,000; note: % is set by controls: 0 for no effect and ±100 for the full control effect; nearly all actives have a fitted effect of over 65% in size
#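 HEPG2 CAGA-GFP reporter cells (1000/well, DMEM with 1% FBS) received compounds, then recombinant TGF-beta at 500 pg/mL final for 18 hours at 37 degrees C. Per-cell GFP summed per well was normalised to unstimulated and stimulated DMSO controls before curve fitting.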
# HepG2 viability – kills HepG2 cells in TGF-b inhibitor counter-screen. Potency, µM (titrated, usually from 46.1 µM), for inactives: at the highest dose activity change, negative = cytotoxicity, usual class: cytotoxic. AID 588856. HepG2 CAGA-GFP viability, ATP luminescence, 18 h. hit rate 0.76% among 410,000; note: some results filed as inactive show a strong effect at the top dose
#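 CellTiter-Glo luminescence gave cytotoxicity after 18 hours at 37 degrees C. The cells were HepG2 CAGA-GFP in 1% FBS DMEM, stimulated with 500 pg/mL TGF-beta after compound addition. %Activity was normalised to no-cell wells (complete cell-killing) and DMSO (no toxicity), and curves were fitted and classified.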
# The depositor's hits bear a star; ? = inconclusive; [ ] = another dose, or the depositor's remark. Calls come from the whole dose curve; as a rule, active = well fitted curve in the direction sought with a large enough effect; inconclusive = small, poorly fitted or top-dose-only effect, or another doubt; inactive = no such curve, though single readings can be large; an effect the other way counts as inactive or inconclusive. Potency is the fitted concentration of half-maximal effect.
SMILES,TGFb inhibitor,HepG2 viability
Clc1ccc2c(ccc[n+]2CCc2ccccc2)c1,-5.6%,-25.4%
Cc1cc(C)cc(C(=O)C[n+]2cccc(Br)c2)c1,-0.2%,-29.5%
O=C(C[N+]12CN3CN(CN(C3)C1)C2)c1ccc(Br)cc1,-3.6%,-6.5%
COc1ccc2c(c1)C=C/C2=C/c1ccc(N(C)C)cc1,8.7%,-16.3%
C[N+]1(CC(=O)c2ccccc2)CCc2ccccc2C1 (centres undefined),10.2%,8.1%
COc1ccccc1CN(C)CC(=O)c1c(C)[nH]c2ccccc12,-5.2%,-27.0%
C(=Nc1ccc(/C=C/c2ccnc3ccccc23)cc1)c1cc2c3c(c1)CCCN3CCC2,2.3%,-21.8%
CN(C)c1ccc(/C=C2/CCc3ccccc32)cc1,15.8µM*,-51.4%
CCN(CC)c1ccc(/C=C/c2ccccn2)cc1,121.0%[activator],0.8%
CN(C)c1ccc(/C=C/c2ccc3ccccc3[n+]2[O-])cc1,93.2%[activator],-82.7%
O=C(Nc1cccnc1Cl)c1cnn2c1NC(=C1CC1)C=C2C(F)F,-1.7%,9.6%
O=C([C@@H]1CC=C[C@@H]2CCN(C3CCCCC3)C(=O)[C@@H]21)N1CCOCC1,-3.6%,8.0%
Cc1ccc(Cn2cnc3c(cnn3C(C)(C)C)c2=O)cc1F,-15.1%,-74.4%
COc1ccc(CN2[C@@H](CC(=O)O)c3ccc(/C=C/C(=O)O)cc3S2(=O)=O)cc1,12.4%,27.9%
CN(C)CCCCCCNc1cc(N2CCN(C)CC2)ncn1,32.6%[activator],1.0%
Cc1cccc2c(/C=C/c3ccc(N(C)C)cc3)ccnc12,16.2%,-11.9%
OC(C1=C/C(=C\c2ccncc2)c2ccccc21)c1ccncc1 (centres undefined),?,-37.2%
C=C[C@@H]1c2cc(C)ccc2N(S(=O)(=O)c2ccc(C)cc2)[C@H](c2ccc(C(C)(F)F)cc2)C1(C#N)C#N,-12.3%,-6.2%
CC(Sc1nnc(-c2ccccc2)n1C)C(=O)NCc1ccco1 (centres undefined),-19.5%,-11.6%
Cc1ccc(NC(=O)c2cnn3c2NC(=C2CC2)C=C3C(F)F)cc1C,1.8%,10.4%
O=[N+]([O-])c1ccc(/C=C/c2ccnc3ccccc23)c([N+](=O)[O-])c1,6.6%,-9.7%
CC(C)(C)CC(C)(C)N=C1Nc2ccc(Cl)cc2N[C@]12C[C@H]1CCCC(=O)N3CC[C@@H](C2)[C@@H]13,?,8.91µM*
CCc1cc[n+](CC(=O)c2ccc(F)cc2)cc1C(=O)O,-8.5%,2.5%
CCOC(=O)Nc1ccc(/C=C/c2ccnc3ccccc23)cc1,?,-25.6%
O=C(Nc1ccc(Br)cn1)c1cnn2c1NC(=C1CC1)C=C2C(F)F,16.4%,-53.3%
# Later entries.
SMILES,TGFb inhibitor,HepG2 viability
C[n+]1ccc(/C=C/c2ccc(C=S)cc2)c2ccccc21,0.7%,-38.6%
CC(C)(C)CC(C)(C)N=C1Nc2ccc([N+](=O)[O-])cc2N[C@]12C[C@H]1CCCC(=O)N3CC[C@@H](C2)[C@@H]13,?,-26.6%
O=C(COc1ccccc1C(=O)OCC(=O)Nc1cccc2ccccc12)Nc1ccc(Br)cc1,7.0%,1.8%
Cc1cnc2c(C)ccc(C)c2c1/C=C/c1ccc(N(C)C)cc1,-5.2%,-3.9%
O=Cc1ccnc2ccccc12,5.9%,20.9%
COC(=O)C[C@H]1c2cc(F)ccc2S(=O)(=O)N1C1CC1,-6.2%,2.1%
CC(C)(C)c1ccc(C(=O)C[n+]2cccc3cc(Cl)ccc32)cc1,-12.3%,-92.0%
C[N+]1(CC(=O)c2c3ccccc3cc3ccccc23)CCOCC1,3.3%,-24.5%
CC(=O)/C=C/c1ccc2c(c1)S(=O)(=O)N(C1CCCC1)[C@H]2CC(C)=O,7.08µM*,10µM*
C#CCN(Cc1ccc(OC)cc1)S(=O)(=O)C=C,-21.9%,14.5%
COc1cc(N(C)C)c(OC)cc1/C=C1\C=Cc2ccccc21,-26.1%,-24.3%
Cc1cnc2ccccc2c1/C=C/c1ccc(N(C)C)cc1,-28.0%,-28.1%
CCCCCCCCCCN(CCCCCCCCCC)c1ccccc1,-5.3%,-26.1%
OC(Cc1ccc2ccccc2n1)c1ccc(Cl)c(Cl)c1 (centres undefined),8.8%,-20.4%
O=C(C[n+]1ccccc1Br)c1ccc(I)cc1,7.6%,4.2%
CS(=O)(=O)c1ccc(NC(=O)COc2ccccc2C(=O)Nc2ccccc2)cc1,-7.4%,-17.0%
Cc1nc(Sc2nnnn2C2CC2)c2c(-c3ccccc3)csc2n1,9.9%,3.1%
Cc1ccnc2ccc(F)cc12,1.0%,10.1%
O=C(C[N+]1(c2ccccc2)CCOCC1)c1ccccc1,-8.7%,0.6%
COc1cc(/C=C2/C=Cc3ccccc32)ccc1N(C)C,-0.8%,-48.0%
C=C1C=C(C(F)F)n2ncc(C(=O)N3CCN(c4ccccn4)CC3)c2N1,3.3%,0.7%
O=Cc1ccc(N2CCOCC2)cc1,19.2%,0.7%
C[n+]1c(/C=C/c2ccc(N)cc2)sc2ccccc21,-11.5%,-12.5%
COc1ccc2[nH]c(CCc3nc4c(OC)c(OC)ccc4[nH]3)nc2c1OC,7.5%,3.1%
COc1cc(OC)c(/C=C/c2cc3c4ccccc4ccc3[n+](C)c2)c(OC)c1,-4.0%,-20.1%

# Ordered by heavy-atom count (high to low): part of the list above.
SMILES,TGFb inhibitor,HepG2 viability
CC(C)(C)CC(C)(C)N=C1Nc2ccc([N+](=O)[O-])cc2N[C@]12C[C@H]1CCCC(=O)N3CC[C@@H](C2)[C@@H]13,?,-26.6%
COc1cc(OC)c(/C=C/c2cc3c4ccccc4ccc3[n+](C)c2)c(OC)c1,-4.0%,-20.1%
Cc1cnc2c(C)ccc(C)c2c1/C=C/c1ccc(N(C)C)cc1,-5.2%,-3.9%
COC(=O)C[C@H]1c2cc(F)ccc2S(=O)(=O)N1C1CC1,-6.2%,2.1%
C[n+]1c(/C=C/c2ccc(N)cc2)sc2ccccc21,-11.5%,-12.5%
O=Cc1ccc(N2CCOCC2)cc1,19.2%,0.7%
Cc1ccnc2ccc(F)cc12,1.0%,10.1%

# (continued)
SMILES,TGFb inhibitor,HepG2 viability
CCCCCN(CCCCC)c1ccc(/C=C/c2ccnc3ccccc23)cc1,-3.8%,-9.2%
Cn1c(SCC(=O)NCc2ccco2)nnc1-c1ccc(NC(=O)c2ccccc2)cc1,-25.6%,20.6%
O=C1CCc2cc(-c3csc(-c4ccc(O)cc4)n3)ccc2N1,-18.4%,-43.3%
COc1ccc(/C=c2\[nH]c(=O)/c(=C/c3ccc(OC)c(OC)c3)[nH]c2=O)cc1OC,2.5%,-14.4%
S=c1ncc2n[nH]nc2[nH]1,1.6%,-50.6%
C[N+]1(CC(=O)c2ccc(Cl)c(Cl)c2)CCOCC1,-16.9%,-25.7%
CC[N+]1(CC(=O)c2ccc(I)cc2)CCCCC1,-1.9%,2.7%
O=C(C[n+]1cccc(Br)c1)c1cc(Cl)ccc1Cl,-6.7%,-13.4%
Cc1cc2c(cc1C)N[C@]1(C[C@H]3CCCC(=O)N4CC[C@@H](C1)[C@@H]34)C(=NCc1ccccc1)N2,-20.7%,-14.7%
O=C(C[n+]1cccc(Br)c1)c1cccc([N+](=O)[O-])c1,38.1%,7.3%
CCc1cnc2ccccc2c1/C=C/c1ccc(N(C)C)cc1,?,-13.6%
C=C1C=C(C(F)F)n2ncc(C(=O)N3CCCCC3)c2N1,2.4%,17.1%
CN(C)c1ccc(/C=C/c2c3c(nc4ccccc24)CCCC3)cc1,0.0%,5.3%
O=C(O[C@H]1[C@H](Cc2ccccc2)NS(=O)(=O)[C@H]2C[C@@H]3C=C[C@]12O3)c1ccccc1Br,-4.6%,10.0%
COc1cc2ncnc(N3CCN(C(=O)Nc4ccc(Oc5ccccc5)cc4)CC3)c2cc1OC,10µM*,0.6%
C=C[C@@H]1c2cc(C)ccc2N(S(=O)(=O)c2ccc(C)cc2)[C@H](c2ccc(C(=O)OC)cc2)C1(C#N)C#N,6.9%,13.2%
Brc1cccc[n+]1Cc1ccc(C[n+]2ccccc2Br)cc1,5.2%,10.7%
COC(=O)C1=C(C)NC(C)=C([N+](=O)[O-])[C@H]1c1ccccc1C(F)(F)F,?,-7.1%
CNc1c(Cl)cc(/C=C2\C=Cc3ccccc32)cc1Cl,-17.5%,-37.5%
c1ccc2nccnc2c1,2.82µM*,3.98µM*
CN(C)c1ccc(/C=C/c2sc3ccccc3[n+]2Cc2ccccc2)cc1,?,-51.3%
CCCCCCCCCCCCCCCC[n+]1ccc(C)cc1,?,-88.8%
Cc1cnc2ccc(I)cc2c1/C=C/c1ccc(N(C)C)cc1,-1.6%,-26.1%
Cc1[nH]c2ccccc2c1/C=C/c1c[nH]c2ccccc12,?,-25.3%
CCCCCCNc1ccc(/C=C/c2ccnc3ccccc23)cc1,?,-29.4%
# The list goes on.
SMILES,TGFb inhibitor,HepG2 viability
O=C(C[n+]1cccc(Br)c1)c1ccc(Br)cc1,?,-53.5%
O=C1c2ccccc2C(=O)c2cc(Cn3cc(-c4cccc(C(F)(F)F)c4)nn3)ccc21,4.3%,14.8%
C1=Nc2ccccc2/C1=C/c1ccccc1,-8.9%,-14.5%
Cc1c(O)c2c(c(C(=O)/C=C/c3ccccc3)c1O)OC(C)(C)C=C2,11.2µM*,-44.7%
CCc1ccc(NC(=O)CSc2nnc(-c3ccc(N)cc3)n2C)cc1,1.4%,-1.3%
CC1(C)CC(=O)c2cc(C(=O)NCc3ccccc3)c(=O)[nH]c2C1,2.1%,-16.3%
O=C1C[C@H]2C=CCc3cccc(c32)CN1Cc1ccc(Cl)cc1,10µM*,-58.8%
Cn1c(SCC(=O)NCc2ccco2)nnc1-c1cccc(NC(=O)c2ccccc2)c1,-7.7%,-24.5%
Cc1csc(NCC(=O)c2c(C)[nH]c3ccccc23)n1,-0.7%,-33.3%
Cc1sc2ccccc2[n+]1CCc1ccccc1,?,-58.2%
C1=Cc2ccccc2/C1=C/c1ccc2c(c1)OCO2,2.7%,-33.5%
CCCNc1nc(Nc2ccc([N+](=O)[O-])cc2)nc(N2CCOCC2)n1,13.9%,7.9%
CN(C)c1ccc(N=Cc2ccncc2)cc1,-29.0%,-34.0%
CC(=O)c1ccc(NC(=O)c2cnn3c2NC(=C2CC2)C=C3C(F)F)cc1,4.5%,13.7%
COC(=O)C1=C(C(=O)OC)[C@]2([C@H]3C/C=C\CN[C@@H](Cc4ccccc4)C(=O)N3Cc3ccccc3)C=C[C@H]1O2,?,-24.7%
O=[N+]([O-])c1ccccc1/C=C1\C=Cc2ccccc21,-1.0%,-41.6%
CN(C)c1ccc(/C=C2\C=Cc3ccccc32)cc1F,5.8%,-27.4%
O=[N+]([O-])c1ccc2c(c1)C=CC2,-2.8%,9.0%
CCOC(=O)/C=C1\CN(Cc2ccc(OC)cc2)S(=O)(=O)c2ccc(C(F)(F)F)cc21,?,-31.3%
CC(C)(C)n1ncc2c(=O)n(Cc3ccccc3C#N)cnc21,-4.8%,6.3%
CN(C)c1ccc(/C=C2\C(=O)/C(=C\c3ccc(N(C)C)cc3)c3ccccc32)cc1,4.7%,-10.8%

# Gathered by group, those above with a COOH group.
SMILES,TGFb inhibitor,HepG2 viability
COc1ccc(CN2[C@@H](CC(=O)O)c3ccc(/C=C/C(=O)O)cc3S2(=O)=O)cc1,12.4%,27.9%
CCc1cc[n+](CC(=O)c2ccc(F)cc2)cc1C(=O)O,-8.5%,2.5%

# Some of the compounds tested; count on the stated rates, not on these rows.
